# Bioassay records deposited in PubChem by National Center for Advancing Translational Sciences (NCATS).
# TRb-SRC2 inh: qHTS for Inhibitors of the Interaction of Thyroid Hormone Receptor and Steroid Receptor Coregulator 2. Potency, µM (series often up to 106 µM), without a hit: top-dose activity change, negative = inhibition, most hits filed as inhibitors. Thyroid hormone receptor beta (Homo sapiens), P10828. AID 1469, 2008. TRbeta-SRC2 peptide binding, fluorescence polarization; receptor liganded with 1 µM T3. actives 0.065% (n = 280,000);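 note: plate controls were bound peptide for no effect and peptide without receptor for full effect; nearly all actives have a fitted effect of over 50% in size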
#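 Fluorescence polarization of 20 nM Texas Red SRC2 peptide (20-aa NR interaction domain) bound to 0.6 uM human TRb ligand-binding domain, with 1 uM T3, after 5 hr at ambient temperature; inhibition seen as decreased polarization.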
# RGS12 GoLoco inh: qHTS Assay for Inhibitors of RGS12 GoLoco Motif Activity (Red Fluorophore) | actives 0.44% (n = 230,000) | AID 880, 2007 | Gai1:RGS12 GoLoco peptide FP, rhodamine, 10 min | Potency, µM (highest dose often 61.6 µM), for inactives: at the highest dose activity, negative = inhibition, most hits filed as inhibitors | Guanine nucleotide-binding protein G(i) subunit alpha-1 (Homo sapiens), P63096; active = well fitted inhibition curve with a large enough effect, not every such curve was filed as active; inactive = no such curve, though single readings can be large or run the other way; note: nearly all actives have a fitted effect of over 30% in size; many of its hits are not listed in these tables
# Tau fibril FP: qHTS for Inhibitors of Tau Fibril Formation, Fluorescence Polarization; K18 P301L tau heparin fibrillization, Alexa594 FP, 6 h; AID 1468, 2008; Potency, µM (titrated, usually from 57.7 µM), for the others: at the top dose activity, negative = inhibition, most hits filed as inhibitors; actives 0.39% (n = 280,000); note: nearly all actives have a fitted effect of over 55% in size
#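 Compound effects on tau fibrillization are measured by Alexa 594 fluorescence polarization (ex 555, em 632 nm). K18 P301L tau is used at 15 uM with 0.24 uM labeled tracer, and 20 uM heparin induces aggregation over 6 hr at 37 C.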
# TexasRed fluor: Total Fluorescence Counterscreen for Inhibitors of the Interaction of Thyroid Hormone Receptor and Steroid Receptor Coregulator 2; TRb/SRC2 Texas Red total fluorescence interference; actives 0.29% (n = 280,000); Potency, µM (series often up to 106 µM), without a hit: at the top dose fluorescence change, negative = quenching; active = well fitted curve in either direction with a large enough effect; inconclusive = small, poorly fitted or top-dose-only effect
#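 Flags fluorescent or light-absorbing compounds by total fluorescence, S + 2P, at 555 nm excitation and 632 nm emission. Mixture: 20 nM Texas Red SRC2 peptide, 0.6 uM human TRb LBD, 1 uM T3, 5% DMSO; compound exposure 5 h at ambient temperature.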
# RECQ1 inh: qHTS Assay for Inhibitors of RecQ-Like Dna Helicase 1 (RECQ1); Potency, µM (doses to about 57.3 µM), for the others: at the highest dose activity, negative = inhibition, most hits filed as inhibitors; actives 0.54% (n = 240,000); ATP-dependent DNA helicase Q1 (Homo sapiens), P46063; AID 2549, 2010; RECQ1 DNA unwinding, red fluorescence kinetic read;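 note: plate controls were vehicle for no effect and no enzyme for full effect; nearly all actives have a fitted effect of over 30% in size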
# Target sequence (P46063 whole entry, looked up): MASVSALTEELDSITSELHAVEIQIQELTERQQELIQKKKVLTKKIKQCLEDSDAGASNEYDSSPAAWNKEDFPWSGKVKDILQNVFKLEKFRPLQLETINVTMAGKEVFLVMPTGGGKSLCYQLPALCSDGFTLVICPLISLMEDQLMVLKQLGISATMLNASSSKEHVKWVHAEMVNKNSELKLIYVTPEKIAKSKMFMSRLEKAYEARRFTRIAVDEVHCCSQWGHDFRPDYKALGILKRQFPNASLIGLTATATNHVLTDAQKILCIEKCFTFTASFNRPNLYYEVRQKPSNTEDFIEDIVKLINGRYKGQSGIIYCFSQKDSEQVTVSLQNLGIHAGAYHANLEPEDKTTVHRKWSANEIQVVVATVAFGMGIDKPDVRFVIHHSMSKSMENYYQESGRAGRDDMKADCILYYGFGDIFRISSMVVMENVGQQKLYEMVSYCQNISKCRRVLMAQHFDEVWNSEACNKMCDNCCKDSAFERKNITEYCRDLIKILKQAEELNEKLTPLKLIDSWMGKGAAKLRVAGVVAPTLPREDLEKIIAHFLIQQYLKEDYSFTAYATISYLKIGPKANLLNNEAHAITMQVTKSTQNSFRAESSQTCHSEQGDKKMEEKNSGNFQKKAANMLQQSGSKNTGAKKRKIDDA
#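 RECQ1T1 50 nM; forked duplex (20 bp + 30-nt ss tails) 200 nM, ATP 2 mM final; pH 8.0, 2 mM MgCl2, 2.5 ug/ml poly(dI-dC); 15 min compound preincubation; discontinuous kinetic read over 2 h at RT.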
# KDM4E inh: qHTS Assay for Inhibitors of Human Jumonji Domain Containing 2E (JMJD2E) | Lysine-specific demethylase 4E (Homo sapiens), B2RXH2 | JMJD2E catalytic domain, FDH-coupled NADH fluorescence (FDH is formaldehyde dehydrogenase) | Potency, µM (titrated, usually from 57.1 µM), for inactives: top-dose activity change, negative = inhibition, usual class: inhibitors | actives 1.6% (n = 230,000); active = well fitted inhibition curve with a large enough effect, not every such curve was filed as active; inconclusive = small, poorly fitted or top-dose-only effect, or another doubt; inactive = no such curve, though single readings can be large or run the other way;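 note: 0% = wells with enzyme and -100% = buffer wells without enzyme; nearly all actives have a fitted effect of over 50% in size; many of its hits are not listed in these tables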
# Target sequence (B2RXH2 1-337 limits assumed): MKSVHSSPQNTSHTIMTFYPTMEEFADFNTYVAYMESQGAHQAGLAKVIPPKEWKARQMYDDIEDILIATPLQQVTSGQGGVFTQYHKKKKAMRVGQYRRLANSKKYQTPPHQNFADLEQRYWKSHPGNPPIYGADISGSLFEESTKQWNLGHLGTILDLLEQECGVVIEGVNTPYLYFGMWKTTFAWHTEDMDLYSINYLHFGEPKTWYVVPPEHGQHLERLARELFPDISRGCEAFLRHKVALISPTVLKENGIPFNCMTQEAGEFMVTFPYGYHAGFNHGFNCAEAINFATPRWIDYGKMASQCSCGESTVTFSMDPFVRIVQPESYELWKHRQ
# L3MBTL1 inh: qHTS Assay for the Inhibitors of L3MBTL1. actives 0.66% (n = 230,000). AID 485360, 2010. AlphaScreen L3MBTL1–H3K9me1 peptide binding. Potency, µM (doses to about 57.1 µM), for inactives: at the top dose activity, negative = inhibition, actives largely listed as inhibitors; note: nearly all actives have a fitted effect of over 60% in size
#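 AlphaScreen proximity signal between nickel-chelate acceptor and streptavidin donor beads (final 10 ug/mL) reports binding of 50 nM L3MBTL1 to 75 nM biotin-H3 K9me1 peptide; complex incubated with compounds 30 min at room temperature; cefsulodin titration as control.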
# Tau ThT inhib: qHTS for Inhibitors of Tau Fibril Formation, Thioflavin T Binding | Microtubule-associated protein tau (Homo sapiens), P10636 | recombinant tau K18 P301L (four-repeat tau fragment), heparin-induced fibrillization, ThT fluorescence | Potency, µM (titrated, usually from 57.4 µM), without a hit: top-dose activity, negative = inhibition, most hits filed as inhibitors | actives 2.1% (n = 270,000); note: nearly all actives have a fitted effect of over 55% in size
#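 In this qHTS, human K18 P301L tau is incubated with compound and heparin for 6 hr at 37 C, and Thioflavin T fluorescence then reports fibril load.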
# * = called active by the depositor; i = inactive; ? = inconclusive; · = no result given; & = joins results of further samples; [ ] = dose if it differs, or a comment. Unless noted, calls come from the whole dose curve; as a rule, active = well fitted curve in the direction sought with a large enough effect; inconclusive = small, poorly fitted or top-dose-only effect, or another doubt; inactive = no such curve, though single readings can be large; an effect the other way counts as inactive or inconclusive. Unless noted, % is set by controls: 0 for no effect and ±100 for the full control effect; potency is the fitted concentration of half-maximal effect. These rows are one share of the data; the hit share may differ from the screen's.
SMILES,TRb-SRC2 inh,RGS12 GoLoco inh,Tau fibril FP,TexasRed fluor,RECQ1 inh,KDM4E inh,L3MBTL1 inh,Tau ThT inhib
CC1CCc2c(sc3nnn(CC(=O)Nc4ccccc4Cl)c(=O)c23)C1 (centres undefined),-4%,·,-16%,1%,·,·,·,-6%
Nc1cc([N+](=O)[O-])ccc1Nc1ccccc1,0%,19%,?,-1%,i,-3%,-19%,16µM*
O=c1cc(-c2cccc(F)c2)[nH]c2ccc(Cl)cc12,-20%,44%[activator][88.7 µM],-12%[81.3 µM],?,i,·,·,-3%[81.4 µM]
Cn1ncc(C(=O)Nc2ccc(OC(F)(F)F)cc2)c1-n1cccc1,1%,7%,-3%,-1%,17%,-3%,·,·
Cc1cc(C(F)(F)F)c(C#N)c(SCC(=O)NC(C)(C)C)n1,-4%,5%,5%,-1%,0%,-3%,11%[11.4 µM],-2%
NC(=O)c1ccsc1NC(=O)CSc1nc2ccccc2c(=O)n1CCCO,-6%,17%,1%,1%,?,10%,-1%,-6%
O=S(=O)(c1ccc(Oc2ccc(S(=O)(=O)N3CCOCC3)cc2)cc1)N1CCOCC1,-6%,5%,-11%,-1%,-7%,4%,4%,-20%
CC(=O)Nc1ccc(CN2CCCCCCC2)cc1,9%,-8%,1%,0%,-4%,?,-6%,0%
COc1cccc(CN2CCNC(=O)C2CC(=O)N2CCCCO2)c1OC (centres undefined),8%,-26%,2%,0%,15%,-4%,-26%,-6%
Nc1nc2ncc(-c3ccsc3)c(N)n2n1,3%,-16%,-5%,-3%,0%,-2%,-3%,-5%
O=C(Nc1cc(C(F)(F)F)ccc1Cl)c1nc2ccccc2nc1N1CCCCC1,-1%,·,-4%,-1%,·,·,·,5%
O=C(CCN1C(=O)C2C3CCC(C3)C2C1=O)Nc1ccccc1C(F)(F)F (centres undefined),6%,16%,-12%,-2%,i,4%,3%,-6%
CCOC(=O)C1=C(C)NC(C)=C(C(=O)OCC)C1C(=O)OCC(=O)N(CC)C1CCS(=O)(=O)C1 (centres undefined),-2%,3%,-5%,-2%,-10%,?,3%,-2%
O=C(CSc1n[nH]c(-c2ccccc2Cl)n1)N1CCN(c2ccccc2F)CC1,-1%,·,5%,-3%,·,·,·,-12%
CCCNC(=O)NNC(=O)c1ccc(F)cc1,-5%,16%,5%,-3%,i,11%,17%,1%
O=C(CSc1nc2[nH]ncc2c(=O)[nH]1)N1CCCC1,-11%,6%,5%,-2%,-12%,-4%,?,-1%
COC(=O)c1c2c(nc3ccccc13)CCC2,0%,14%,?,1%,i,?,·,-14%
O=C(c1ccc(Cl)c(S(=O)(=O)N2CCCC2)c1)N1CCN(c2ccc(F)cc2)CC1,-4%,-2%,4%,0%,-7%,-1%,-28%,-5%
NC(=O)c1ccc(NC(=O)COC(=O)c2cc(S(=O)(=O)N3CCOCC3)ccc2N2CCCCC2)cc1,5%,6%,?,0%,7%,10%,2%,-12%
O=C(c1ccccc1Cl)N1N=C(c2ccc(Br)cc2)CC1c1nc2ccccc2[nH]1 (centres undefined),-9%[53 µM],0%,-8%,-1%[53 µM],i,-23%,-5%,-3%
CCC(=O)N1CCc2cc(S(=O)(=O)NC(Cc3ccccc3)C(=O)Nc3cccc(OC)c3)ccc21 (centres undefined),-3%,·,6%,0%,·,·,·,7%
COC(=O)c1sc(-c2ccc(Cl)cc2)cc1NC(=O)CSCC(=O)O,-10%,1%,-5%,-2%,-5%,?,·,·
COc1cc(O)c(C(CCN2CCCC2)c2ccc(N(C)C)cc2)c(OC)c1 (centres undefined),-10%&-5%,-7%,1%,-1%&-1%,-12%,?,·,-16%
CCCCCOC(=O)Cn1c(N2CCOCC2)nc2c1c(=O)[nH]c(=O)n2C,-1%,-4%,-9%,1%,6%,4%,1%,-3%
O=C(c1cccs1)n1nc(-c2ccco2)nc1SCc1ccccc1,-3%,7%,5%,2%,i,-7%,·,?
# Going on with the list:
SMILES,TRb-SRC2 inh,RGS12 GoLoco inh,Tau fibril FP,TexasRed fluor,RECQ1 inh,KDM4E inh,L3MBTL1 inh,Tau ThT inhib
C=CCn1c(SCC(=O)NNC(=O)Nc2cccc(Cl)c2)nnc1-c1ccccc1,1%,-5%,-5%,1%,-3%,-2%,-5%,-4%
CCN(CC)c1ccc2nc3c(=O)n(C)c(=O)n(C)c3nc2c1,-24%,·,?,22µM*[fluorescent],·,·,·,16µM*
CCOC(=O)c1sc(=NC(=O)c2cc(OC)c(OC)c(OC)c2)n(C)c1C,-23%,-10%,3%,-2%,-6%,?,10%,1%
C/C(=N\NC(=O)c1nn(C)cc1Cl)c1ccncc1,1%,6%,3%,0%,i,7%,1%,-8%
O=C(CCC(=O)N1CC2CCCN2c2ccccc21)NCc1ccc(Cl)cc1 (centres undefined),3%,·,16%,-11%,·,·,·,-4%
CCOC(=O)c1ccccc1NC(=O)CSc1nc(=O)[nH]c2c1CCCC2,0%,·,-4%,-1%,·,·,·,-17%
COc1cccc(NC(=O)NC2CCCc3ccccc32)c1 (centres undefined),-4%,-1%,?,-5%,-11%,2%,-3%,1%
CCn1c(CSc2nnc(-c3ccoc3C)n2C)nc2cc(S(=O)(=O)N(C)C)ccc21,-8%,5%,1%,2%,-9%,4%,-2%,-3%
Cn1nnnc1SCCCNCc1ccccc1OCc1ccccc1Cl,-24%,·,-6%,?,·,·,·,0%
COCC(=O)Nc1nc(-c2ccccc2)ns1,12%,19%,-1%,0%,0%,6%,-20%[11.4 µM],7%
COc1cc(CC(=O)OCC(=O)Nc2ccc(N3CCOCC3)cc2)cc(OC)c1OC,0%,9%,-4%,-3%,-1%,-7%,2%,-5%
C=CCNc1nc(-c2ccccn2)nnc1-c1ccccc1,-9%,4%,-4%,0%,-9%,?,·,-10%
O=C(NCc1cccs1)C1CCCN(c2nc3ccccc3o2)C1 (centres undefined),-12%[53 µM],-7%,-5%,-2%[53 µM],i,-5%,16%,-2%
CCC1Oc2ccc(C)cc2N(CC(=O)NCCC2=CCCCC2)C1=O (centres undefined),-15%,4%,9%,0%,-9%,3%,6%,-11%
CC(=O)N1CCN(CC(=O)Nc2ccccc2Sc2ccc(Cl)cc2)CC1,-9%,-7%,0%,8%,-5%,-2%,5%,-1%
Cc1ccc(NC(=O)c2ccc(F)cc2)cc1S(=O)(=O)N1CCCCCC1,0%,-3%,-12%,2%,-8%,-8%,4%,13%
Fc1ccc2[nH]c3c(N4CCN(c5ccccc5)CC4)ncnc3c2c1,5%,6%,11%,-11%,-6%,?,-10%,?
O=C(NNc1ccc(-c2csnn2)cc1)c1ccccc1C(F)(F)F,2%,-4%,-7%,-1%,-8%,-10%,7%,-16%
CC1(C)CC(=O)C=C(Nc2ccccc2O)C1,-11%,4%,-3%,-4%,-8%,2%,1%,-6%
Cc1nc(S(=O)(=O)N2CCOCC2)c(C#N)c(C)c1Cl,0%,4%,-4%,-3%,-5%,-2%,0%,-4%
CC1(C)CCC2(C(=O)O)CC[C@]3(C)C(=CCC4[C@]5(C)CCC(O)C(C)(C)C5C(O)C[C@]43C)C2C1 (some centres undefined),-6%,-15%,4%,0%,-9%,?,·,?
Cc1nc(NC(=O)COC(=O)CCc2nc3ccccc3s2)c(Cl)cc1Cl,-11%,-2%,5%,0%,1%,-2%,6%,-14%
COC(=O)C1=C(C)NC(=O)NC1c1cn(-c2ccccc2)nc1-c1cccs1 (centres undefined),-21%,9%,-7%,2%,-18%,-13%,2%,-14%
CN1CCN(S(=O)(=O)c2ccc(NC(=O)c3ccc(Br)s3)cc2)CC1,-16%,9%,?,-4%,1%,1%,-6%[11.4 µM],24%
Cc1ccc2c(c1)NCC(C(=O)NC1CCC(C)CC1)O2 (centres undefined),4%,-2%,11%,-3%,-20%,-4%,-10%,-7%
CCCS(=O)(=O)c1c(S(=O)(=O)CCC)c2cnccn2c1C(=O)c1ccc(OC)cc1,-2%,31%[activator],-3%,-1%,i,5%,2%,-3%
COc1ccc(/C=C/C(=O)Nn2cnnc2)cc1,9%,-14%,13%,1%,-1%,6%,2%,11%
O=C(Nc1ccc(N2CCOCC2)nc1)c1ccccc1Cl,7%,-1%,-6%,-3%,-2%,1%,3%,-6%
Cc1cccn2c(=O)c(/C=C(\C#N)S(=O)(=O)c3ccccc3)c(Oc3ccc(Cl)cc3)nc12,-4%,3%,7%,-1%,-1%,-1%,-3%,-18%

# 2 entries picked at random from those above, as already listed:
SMILES,TRb-SRC2 inh,RGS12 GoLoco inh,Tau fibril FP,TexasRed fluor,RECQ1 inh,KDM4E inh,L3MBTL1 inh,Tau ThT inhib
COC(=O)C1=C(C)NC(=O)NC1c1cn(-c2ccccc2)nc1-c1cccs1 (centres undefined),-21%,9%,-7%,2%,-18%,-13%,2%,-14%
CN1CCN(S(=O)(=O)c2ccc(NC(=O)c3ccc(Br)s3)cc2)CC1,-16%,9%,?,-4%,1%,1%,-6%[11.4 µM],24%

# Given as tab-separated lines: entries from further up
structure	TRb-SRC2 inh	RGS12 GoLoco inh	Tau fibril FP	TexasRed fluor	RECQ1 inh	KDM4E inh	L3MBTL1 inh	Tau ThT inhib
Cc1nc(S(=O)(=O)N2CCOCC2)c(C#N)c(C)c1Cl	0%	4%	-4%	-3%	-5%	-2%	0%	-4%
CCC1Oc2ccc(C)cc2N(CC(=O)NCCC2=CCCCC2)C1=O (centres undefined)	-15%	4%	9%	0%	-9%	3%	6%	-11%
COCC(=O)Nc1nc(-c2ccccc2)ns1	12%	19%	-1%	0%	0%	6%	-20%[11.4 µM]	7%
